Y pestis TopoI – blocks Yersinia pestis topoisomerase I activity; Y. pestis Topo-I cleavage product accumulation, plate reader; activity, % at 10 µM; actives 0.064% (n = 360,000); AID 504884; in the data active = activity above about 50%, passing the limit was not always enough; also: inactives centre near 2
BH1578 lux ind – quorum light induction in luxS cqsA deficient V. cholerae; actives 0.16% (n = 350,000); activation, % at 18.7 µM; V. cholerae BH1578 lux reporter, luminescence, 6 h; AID 588436; in the data active = activation mostly above about 9.7%, no sharp cut-off; also: not every result past the cut was called active; inactives centre near 0; reference of the scale not given here
VHR inh abs – blocks human VHR1 dual specificity phosphatase | actives 0.52% (n = 290,000) | inhibition, % at 13.3 µM | recombinant VHR phosphatase, pNPP absorbance | P51452; in the data active = inhibition above about 50%; also: some compounds called inactive have numbers as strong as hits
Target sequence (P51452 whole entry, looked up): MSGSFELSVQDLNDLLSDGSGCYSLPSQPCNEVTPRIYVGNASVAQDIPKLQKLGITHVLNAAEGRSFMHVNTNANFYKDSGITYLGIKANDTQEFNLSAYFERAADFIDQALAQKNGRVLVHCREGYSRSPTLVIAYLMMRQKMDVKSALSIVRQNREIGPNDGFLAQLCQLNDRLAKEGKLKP
PrPC TRFRET – reduces human prion protein on the cell surface. cell surface PrPC, TR-FRET read-out. inhibition, % at 13.8 µM. actives 0.43% (n = 370,000); in the data active = inhibition above about 24%; also: 0% = median of the test wells and 100% = reference compound wells
CCHFV vOTU inh – CCHFV vOTU protease inhibition. Pep-AMC fluorescence. actives 0.55% (n = 370,000). inhibition, % at 11.5 µM. AID 651958; in the data active = inhibition above about 30%; also: 0% = vehicle wells with enzyme and 100% = no enzyme wells
Rv3671c inh – inhibits the M. tuberculosis serine protease Rv3671c. inhibition, % at 5.96 µM. P9WHR9. actives 0.048% (n = 320,000); in the data active = inhibition above about 38%;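 also: extracellular domain of Rv3671c used as enzyme; 0% = enzyme with DMSO and 100% = no enzyme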
Target sequence (P9WHR9 whole entry, looked up, the tested form may be a part): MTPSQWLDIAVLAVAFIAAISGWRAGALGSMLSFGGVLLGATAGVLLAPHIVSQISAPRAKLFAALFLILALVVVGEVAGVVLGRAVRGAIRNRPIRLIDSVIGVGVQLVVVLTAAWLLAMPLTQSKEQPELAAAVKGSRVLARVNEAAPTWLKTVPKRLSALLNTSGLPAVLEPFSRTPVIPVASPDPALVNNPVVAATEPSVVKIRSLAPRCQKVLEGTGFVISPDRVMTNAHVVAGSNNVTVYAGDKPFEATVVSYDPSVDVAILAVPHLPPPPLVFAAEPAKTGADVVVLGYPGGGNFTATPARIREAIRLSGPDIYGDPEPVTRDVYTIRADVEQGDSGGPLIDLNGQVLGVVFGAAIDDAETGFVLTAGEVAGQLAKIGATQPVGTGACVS
TcdB inh – inhibitors of Clostridioides difficile toxin B glycohydrolase. P18177. inhibition, % at 9.99 µM. actives 0.24% (n = 350,000). TcdB glycohydrolase enzymatic assay, plate reader; in the data active = inhibition above about 10%
MazEF act – MazEF (E. coli) toxin RNase activation | P0AE70 | FAM/BHQ RNA-DNA oligo cleavage fluorescence, 5 h | activation, % at 20 µM | actives 0.32% (n = 350,000); in the data active = activation above about 50%
Target sequence (P0AE70 whole entry, looked up): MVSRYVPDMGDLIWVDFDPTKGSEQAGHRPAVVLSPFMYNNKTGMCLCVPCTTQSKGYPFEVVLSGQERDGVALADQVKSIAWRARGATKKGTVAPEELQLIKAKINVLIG
SARS 3CLpro inh – SARS-CoV 3CLpro protease inhibition. P0C6X7. recombinant SARS-CoV 3CLpro, quenched FRET peptide cleavage. inhibition, % at 6 µM. actives 0.14% (n = 290,000). AID 1706; in the data active = inhibition above about 12%
PriA SSB inh – K. pneumoniae PriA-SSBct interaction inhibition; actives 0.6% (n = 430,000); inhibition, % at 33 µM; AlphaScreen SSBct-PriA binding, biotinylated peptide; in the data active = inhibition mostly above about 37%, no sharp cut-off; inactive = mostly below about 20%;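 also: plate controls were negative control peptide for no effect and reference peptide for full effect; strong numbers were not always called active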
* marks the source's active call; other numbers are inactive results; i = inactive; . = no result given. Only part of the results is shown; the hit share may differ from the screen's.

Values in the order: Y pestis TopoI	BH1578 lux ind	VHR inh abs	PrPC TRFRET	CCHFV vOTU inh	Rv3671c inh	TcdB inh	MazEF act	SARS 3CLpro inh	PriA SSB inh
Nc1cc(=O)[nH]c(SCC(=O)Nc2ccccc2-c2ccccc2)n1
 : 3	-0.4	-1	4	-12	-10	4.6	3	2	11
CCOC(=O)c1[nH]c2ccccc2c1NC(=S)Nc1ccccc1C
 : -4	-0.2	-11	1	-14	-3	0.2	4	-1	-9
N=c1ccn(Cc2ccc(Cl)cc2)cc1
 : 0	-0.2	-3	3	1	-4	.	-8	3	-14
Cn1c(CC(=O)Nc2ccccc2F)nnc1SCC(=O)Nc1ccccc1Br
 : 3	-0.7	-3	-8	-1	1	-1.3	11	2	-7
O=C1CCCN2N=C(SCC(=O)Nc3ccccc3C(F)(F)F)SC2=N1
 : 3	i	8	3	-7	2	-0.3	3	3	5
COc1ccccc1NS(=O)(=O)c1cc(C(=O)NCC(c2ccco2)N(C)C)ccc1C (configuration not stated)
 : -16	i	.	3	-2	7	0.2	0	.	-7
O=S(=O)(c1ccccc1)N1CN(Cc2ccc(F)cc2)c2nc3ccccc3nc21
 : 8	-0.5	9	6	-2	-4	1.2	4	1	2
CCOC(=O)c1c(NC(=O)Cn2cnc3sc(C)c(-c4ccccc4)c3c2=O)sc(C)c1C
 : -1	i	-17	1	7	7	1.3	-36	6	-6
COc1ccc(-c2nnc(SCc3nnc(-c4ccccc4)o3)n2-c2ccccc2)cc1
 : 7	-0.3	28	0	-8	-1	.	69*	1	-11
CCOC(=O)CN1C(=O)C(=O)N(Cc2c(F)cccc2Cl)C1=O
 : 3	1.8	6	-4	-1	1	-0.5	2	-6	1
CCC(C)[C@H](N)C(=O)NC[C@H]1CC[C@H](C(=O)N[C@@H](Cc2ccccc2)C(=O)O)CC1 (some centres not stated)
 : 0	0.5	9	-4	10	.	0.3	9	2	.
Cc1ccc(-n2c(C)nnc2SCC(=O)N2CCc3ccccc3C2)cc1C
 : 29	-0.3	20	2	-13	-3	.	3	5	-12
COc1ccc(-c2csc(NC(=O)c3ccoc3C)n2)cc1
 : -1	-0.5	10	10	8	-2	1.1	0	1	-4
Cc1ccc(SCCNC(=O)c2ccc(C)c([N+](=O)[O-])c2)cc1
 : 2	-0.1	22	-3	6	0	.	-3	-3	4
COc1cc(SC)ccc1C(=O)N1CCCCCC1
 : 9	-0.3	18	-4	9	8	.	-18	0	-5
c1ccc(N=C2SCCCS2)cc1
 : -6	i	.	8	0	.	1.2	-24	.	.
CCCN(CCC)C(=O)/C=C/c1cccc([N+](=O)[O-])c1
 : 3	-0.2	1	-3	-9	4	0.7	-10	-3	-2
CCOc1cccc(-c2nnc3sc(-c4cccs4)nn23)c1
 : 5	i	23	6	-1	-15	.	9	0	2
OCC[C@H]1C[C@H](O)[C@@H](O)[C@@]2(Cc3ccccc3CO2)O1
 : 15	0.5	.	1	4	10	14*	8	.	-1
CC1(C)CC(=O)C(C(c2cccnc2)C2C(=O)CC(C)(C)CC2=O)C(=O)C1
 : -3	1.4	27	1	26	0	.	-11	1	-7
CC(C)On1c(SC(C)C)nc2ccccc2c1=O
 : 0	i	30	-9	2	-1	.	10	-6	-31
COc1ccc(CNC(=O)C[C@H]2C(=O)N(Cc3ccc(OC)cc3)C[C@@H]2Cc2ccccc2)cc1
 : 43	i	24	7	16	-4	1.3	2	5	2
Cn1sc(NC(=O)c2ccc(Cl)cc2)nc1=O
 : 2	0.3	-8	2	-3	3	1.8	-7	8	-13
CCc1ccc2[nH]c3nc(SCc4nnc(-c5ccccc5)o4)nnc3c2c1
 : 1	-0.4	-4	-3	16	-5	0.8	-22	4	-2
CCC(C)NS(=O)(=O)c1ccc(F)c(C(=O)Nc2c(F)cc(F)cc2Br)c1 (configuration not stated)
 : 1	-0.4	-6	3	10	-1	0.8	-1	2	-2
Cc1cc(C(=O)Nc2ccc(Br)cn2)sc1C
 : -3	-0.6	.	24	3	3	1.1	6	.	-11
O=C(c1ccco1)N1CCn2cccc2C1c1ccccc1 (configuration not stated)
 : -7	0.9	9	2	-2	-8	-0.1	11	2	0
CCC1(CC)CNC(=O)NC1=O
 : -1	.	.	3	0	.	1.7	0	.	-3
Cc1nn(C(=O)CCC(=O)NCc2ccc(OC(C)C)cc2)c2ccccc12
 : -1	-0.4	35	4	11	16	0.2	15	-2	-4
CC1CCN(CC(O)COc2ccc(-c3ccccc3)cc2)CC1 (configuration not stated)
 : 7	-0.3	10	5	-2	6	0.8	8	-2	3
CC(C)CCn1nnnc1C(c1ccc(N(C)C)cc1)N1CCN(C(=O)c2ccco2)CC1 (configuration not stated)
 : 15	.	18	5	3	1	.	2	-3	16
COc1cc(-c2nn3c(C4CCCCC4)nnc3s2)cc(OC)c1OC
 : 19	-0.6	21	-3	12	-10	.	-5	-1	-15
CCCc1nc(S(=O)(=O)Cc2ccc(Cl)cc2Cl)n[nH]1
 : 1	1.2	8	-4	5	5	.	0	0	0
O=C(CCC1CCCN(C(=O)c2ccc3c(c2)OCO3)C1)N1CCN(c2ccccn2)CC1 (configuration not stated)
 : 17	i	7	10	7	1	-2.4	4	0	-20
CN(CC(=O)Nc1ccc(F)cc1)CC(=O)N1CCCC1
 : 4	-0.8	.	1	-10	3	0.4	3	.	-7
c1ccc(-c2csc(N3CCN(c4ccccn4)CC3)n2)cc1
 : 21	-0.5	4	-4	-6	-11	-0.2	-9	1	-7
CC(C)(C)C1CCC(OC(=O)CN2CCOCC2)CC1 (configuration not stated)
 : -7	i	29	-5	-3	-4	.	-8	3	-22
Cc1ccc(N2C(=O)C3CC(c4ccccc4)=C4C5C=CC(C6C(=O)N(c7ccc(C)cc7C)C(=O)C56)C4C3C2=O)c(C)c1 (configuration not stated)
 : 11	-0.6	-19	.	.	-19	.	4	3	-11
COc1ccc(Cl)cc1NC(=O)CSc1nnc(COc2ccccc2)n1N
 : 12	i	10	7	0	-4	.	3	0	-9
COc1ccc(CNC(=O)c2cc(S(=O)(=O)N3CCOCC3)cn2C)cc1
 : 25	-1.3	17	-5	2	11	0.1	5	-2	-2
COC(=O)c1nc2nc(-c3cccs3)cc(C(F)(F)F)n2n1
 : -6	i	-14	-9	-129	5	0.0	0	4	-7
CCN(CC)C(=O)C(=O)Nc1ccc(Oc2ccccc2)cc1
 : 7	i	-17	-10	-8	1	0.6	1	3	-11
COc1ccc(Nc2ncc3c(n2)CC(c2ccccc2)CC3=O)cc1 (configuration not stated)
 : 16	-0.5	-6	-3	-13	-7	.	0	-1	-17
CC(C)C[C@H](NC(=O)c1cc2cc(Cl)ccc2n1C)C(=O)N1CCC(C(=O)O)CC1
 : 6	-0.8	10	8	8	.	0.0	-3	2	-8
CCN(c1ccccc1)S(=O)(=O)c1cccc(C(=O)NCC(c2ccco2)N2CCCCC2)c1 (configuration not stated)
 : 30	i	.	12	5	.	-1.1	-1	.	-6
CC1CCN(S(=O)(=O)c2ccc(NC(=O)CN3CCN(C)CC3)cc2)CC1
 : 2	-1.0	-13	-10	-6	4	.	6	2	-1
CCN(CC)c1ccc(NC(=O)COc2ccccc2C)cc1S(=O)(=O)Nc1ccccc1OC
 : 19	-0.4	30	5	2	-55	0.3	5	5	-7
CCCCN1C(=O)C(CC(=O)NCCN2CCOCC2)CC(C(=O)N2CCOCC2)=C1C (configuration not stated)
 : -5	-0.3	.	-8	-9	.	0.2	-3	.	.
Cc1ccc(C)n1-c1ccc(N2CCOCC2)c([N+](=O)[O-])c1
 : -5	-0.8	8	-13	-9	10	2.5	9	-4	13
Cc1ccc(-c2nn(-c3ccccc3)cc2/C=N/n2c(-c3ccncc3)n[nH]c2=S)cc1
 : -2	-1.4	-4	3	-17	6	1.2	11	0	.
Cc1cc(NC(=O)CSCC(=O)N2CCN(c3cccc(C(F)(F)F)c3)CC2)no1
 : -13	0.7	.	-1	-15	0	1.1	-2	.	2
CSC(=NS(=O)(=O)c1ccc(N)cc1)NS(=O)(=O)c1cccs1
 : 1	-2.0	.	-2	-19	.	0.3	4	.	-7
Cc1ccc(CCNC(=O)CS(=O)Cc2nc(-c3cccc(C)c3)oc2C)cc1 (configuration not stated)
 : 25	-0.2	23	-1	-4	5	0.9	3	1	-4
Cc1c(NC(=O)COC(=O)c2cc(-c3cccc4ccccc34)nc3ccccc23)c(=O)n(-c2ccccc2)n1C
 : 21	11	-12	3	-7	-5	.	62*	-1	5
O=[N+]([O-])c1ccc(N2CCNCC2)cc1NCc1cccnc1
 : -2	-0.2	6	-15	10	-5	1.3	1	-6	12
CCn1c(CNC(=O)c2cccc(C)c2)nnc1SCC(=O)NC1=NCCS1
 : 0	-1.2	52*	4	5	2	-0.4	4	-1	-2
Cc1ccc2[nH]c(=O)c(CN(Cc3nnnn3C3CCCC3)C3CCCCC3)cc2c1
 : 5	-15	-3	2	4	-6	.	-5	-1	1
NC(=O)CSc1nc2sc3c(c2c2ncnn12)CCCC3
 : 8	-0.3	0	47*	14	-1	.	2	-2	-12
Clc1cccc(Cl)c1CNc1ccc(N2CCCC2)cc1
 : .	.	-6	-5	16	-7	-1.3	-8	0	73
COc1ccc(/C=N/N=C2/NC(=O)C(CC(=O)O)S2)cc1OCc1ccc(Cl)cc1Cl (configuration not stated)
 : 6	i	125	5	-2	-7	1.6	3	5	.

Of the compounds above, three contain a COOH group.
Values in the order: Y pestis TopoI	BH1578 lux ind	VHR inh abs	PrPC TRFRET	CCHFV vOTU inh	Rv3671c inh	TcdB inh	MazEF act	SARS 3CLpro inh	PriA SSB inh
CCC(C)[C@H](N)C(=O)NC[C@H]1CC[C@H](C(=O)N[C@@H](Cc2ccccc2)C(=O)O)CC1 (some centres not stated)
 : 0	0.5	9	-4	10	.	0.3	9	2	.
CC(C)C[C@H](NC(=O)c1cc2cc(Cl)ccc2n1C)C(=O)N1CCC(C(=O)O)CC1
 : 6	-0.8	10	8	8	.	0.0	-3	2	-8
COc1ccc(/C=N/N=C2/NC(=O)C(CC(=O)O)S2)cc1OCc1ccc(Cl)cc1Cl (configuration not stated)
 : 6	i	125	5	-2	-7	1.6	3	5	.

The list goes on:
Values in the order: Y pestis TopoI	BH1578 lux ind	VHR inh abs	PrPC TRFRET	CCHFV vOTU inh	Rv3671c inh	TcdB inh	MazEF act	SARS 3CLpro inh	PriA SSB inh
O=C(O)C1CCCCC1C(=O)NCc1ccc2c(c1)OCO2 (configuration not stated)
 : 7	i	11	8	-3	6	1.5	2	-2	-16
Cc1ccc(NC(=O)CCS(=O)(=O)c2cccc3nonc23)cc1Cl
 : -8	-0.3	36	-25	-2	-6	-0.4	27	-3	9
CC(C)NC(=O)NNC(=O)c1cc(COc2cc(Cl)cc(Cl)c2)on1
 : -1	0.0	0	2	-7	4	2.0	-3	4	0
Clc1ccc(C=Cc2ccccn2)c(Cl)c1
 : 6	11	.	-2	0	.	-0.1	-1	.	-24
Cc1ccc(NS(=O)(=O)c2c(C)nc3sccn3c2=O)cc1
 : 12	-0.3	21	0	13	8	-1.2	0	-4	-6
COc1ccc(N/C=C\C(=O)c2ccc3c(c2)OCO3)cc1OC
 : 11	-0.1	-6	-6	-6	4	0.8	12	-1	-9
CCCC[N+]12CCC(CC1)C(C(=O)c1cccs1)C2 (configuration not stated)
 : -5	i	34	-3	5	3	.	10	-2	-22
CCN(c1cc(C)cc(C)c1)S(=O)(=O)c1nnc(NC(=O)c2ccco2)s1
 : 4	3.1	-14	-5	22	-8	0.3	4	10	-7
O=[N+]([O-])c1ccc(Cl)c(CN2CCCCCC2)c1
 : -1	-0.2	15	-2	-8	3	0.4	6	-7	-9
Cc1oc(/N=C/c2ccc(O)cc2O)c(C#N)c1C
 : -3	0.4	-12	-3	-21	0	0.9	-56	1	.
C/C=C(/C)C(=O)O[C@@H]([C@H](O)c1cc2ccc(=O)oc2cc1OC)C(C)(C)O[C@@H]1O[C@H](CO)[C@@H](O)[C@H](O)[C@H]1O
 : 3	i	.	3	-28	-1	0.3	1	.	3

Exported as tab-separated lines: entries from further up
canonical_smiles	Y pestis TopoI	BH1578 lux ind	VHR inh abs	PrPC TRFRET	CCHFV vOTU inh	Rv3671c inh	TcdB inh	MazEF act	SARS 3CLpro inh	PriA SSB inh
NC(=O)CSc1nc2sc3c(c2c2ncnn12)CCCC3	8	-0.3	0	47*	14	-1	.	2	-2	-12
Clc1cccc(Cl)c1CNc1ccc(N2CCCC2)cc1	.	.	-6	-5	16	-7	-1.3	-8	0	73

Compound activity (PubChem BioAssay)
